Screening results from PubChem.
aDG glyco act: activators of alpha-DG glycosylation, primary screen, uHTS, Pro5-aDG cells, AlphaScreen; alpha-DG glycosylation AlphaScreen (IIH6); 0% Pro5, 100% B10-LARGE cell signal; activation, % at 10 µM; AID 624168, 2012; 0.22% of 360,000 active;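 active = activation of at least 8% versus controls, or a plate z-score of at least 8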;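 also: Pro5 are CHO cells carrying HIG-tagged alpha-DG that lacks glycosylation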
Exocytosis inh: LAMP-1 surface exposure blockers, TALL-104 cells – cell-based, flow cytometry, MLPCN library, primary screen | TALL-104 LAMP-1 surface exposure; cells stimulated with thapsigargin and PMA | inhibition, % at 10 µM | AID 651702, 2012 | 0.66% of 360,000 active;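 active = inhibition above about 55%, limit read from the data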
N-glyco inh: increase of ERlucT glycosylation luciferase signal, primary screen, N-linked glycosylation inhibitor project, D54 ERlucT cells, luminescence, set 2; D54 ERlucT glycosylation luciferase reporter, 24 h; percent of 100 nM tunicamycin response; 0.23% of 360,000 active; reporter increase, % at 12.5 µM;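 active = mean luciferase reporter signal, scaled so untreated is 0 and the glycosylation-blocking control 100, at or above a set limit in every replicate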;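 also: luciferase carries N-glycosylation sites so blocking glycosylation raises the light; 0% = median of neutral control wells and 100% = median of 100 nM tunicamycin wells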
HTR2A ag: mouse Htr2a agonists via beta-arrestin recruitment, primary screen, cell-based, luminescence | CHO-K1 mHTR2A beta-arrestin complementation; percent of 30 µM serotonin response | AID 624169, 2012 | 5-hydroxytryptamine receptor 2A (Mus musculus), P35363 | activation, % at 7.6 µM | 0.66% of 360,000 active;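 active = activation above a run cutoff, the mean activation of all tested compounds plus 3 SD, cut at about 14% in these data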;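 also: 0% = plate median of compound wells and 100% = 30 µM serotonin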
Target sequence (P35363 whole entry, looked up): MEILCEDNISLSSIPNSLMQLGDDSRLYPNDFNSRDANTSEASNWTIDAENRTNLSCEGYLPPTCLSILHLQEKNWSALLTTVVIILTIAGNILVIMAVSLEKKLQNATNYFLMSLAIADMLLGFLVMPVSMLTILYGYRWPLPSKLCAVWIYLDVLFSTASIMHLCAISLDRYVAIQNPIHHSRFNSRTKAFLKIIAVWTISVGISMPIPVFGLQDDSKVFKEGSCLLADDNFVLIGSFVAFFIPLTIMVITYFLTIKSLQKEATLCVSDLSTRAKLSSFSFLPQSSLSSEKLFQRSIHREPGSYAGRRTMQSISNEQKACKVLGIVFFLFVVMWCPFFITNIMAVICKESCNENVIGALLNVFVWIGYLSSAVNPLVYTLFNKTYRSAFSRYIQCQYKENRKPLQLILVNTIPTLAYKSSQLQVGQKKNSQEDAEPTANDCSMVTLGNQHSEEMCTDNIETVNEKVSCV
PDI inh: inhibitors of human PDI, primary screen, biochemical, turbidity, single point, plate reader | Protein disulfide-isomerase (Homo sapiens), P07237 | PDI insulin aggregation turbidity, A650, 90 min | inhibition, % at 10 µM | 0.052% of 350,000 active | AID 588391, 2011;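 active = mean inhibition across replicates of 30% or more, whatever share of single replicates reach that level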;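 also: absorbance from insulin aggregation driven by PDI reduction with DTT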
Target sequence (P07237 whole entry, looked up): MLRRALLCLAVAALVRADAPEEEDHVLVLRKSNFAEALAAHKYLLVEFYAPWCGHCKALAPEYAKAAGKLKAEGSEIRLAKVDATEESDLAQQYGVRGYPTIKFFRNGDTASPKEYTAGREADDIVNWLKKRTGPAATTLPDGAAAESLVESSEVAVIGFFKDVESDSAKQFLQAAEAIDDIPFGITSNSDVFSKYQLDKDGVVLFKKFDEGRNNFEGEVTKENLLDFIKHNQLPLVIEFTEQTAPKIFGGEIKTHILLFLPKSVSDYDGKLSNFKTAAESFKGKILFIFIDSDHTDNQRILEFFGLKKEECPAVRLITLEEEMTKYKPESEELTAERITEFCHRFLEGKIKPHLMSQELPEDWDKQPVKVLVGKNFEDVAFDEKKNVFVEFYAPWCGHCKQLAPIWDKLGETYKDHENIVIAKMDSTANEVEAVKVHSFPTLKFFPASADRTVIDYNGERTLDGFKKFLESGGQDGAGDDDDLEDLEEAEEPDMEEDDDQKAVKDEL
CaV13 ICDI inh: Disruptors of the CACNA1D IQ motif to Ca2+-dependent inactivation inhibitor domain association, primary screening, Förster resonance energy transfer in intact living …; HEK cells, CFP/YFP FRET ICDI-IQ, plate reader, 10 min; percent FRET-ratio fall versus neutral wells; inhibition, % at 12.3 µM; 0.098% of 340,000 active; AID 743397;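 active = mean replicate inhibition of at least 30% and at least 1% of replicates passing that level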;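 also: 0% = median of the neutral control wells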
iPSC survival up: enhancers of single-cell hiPSC survival, primary screen, ATPlite luminescence. 0.044% of 360,000 active. survival enhancement, % at 20 µM. 100% = ROCK inhibitor wells, 0% = DMSO; in the data active = survival enhancement above about 18%;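 also: cells exposed to compounds for 16 hours before the ATP read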
Vif inh: HIV Vif self-association inhibitors, primary screen, imaging, HEK293T, single point; 0.35% of 340,000 active; HEK293T cells, Vif self-association by quenched fluorescence, 24 h; inhibition, % at 7.49 µM; in the data active = inhibition above about 50%, passing the limit was not always enough; also: some results filed as inactive read as strong as hits
ABCB6 inh MLPCN: ABCB6 transporter inhibitors, primary screen, K562-ABCB6 cells, flow cytometry, MLPCN library | ATP-binding cassette sub-family B member 6 (Homo sapiens), Q9NP58 | fluorescence ratio to DMSO, % at 10 µM | K562-ABCB6 porphyrin accumulation, 1 h; stronger effect = lower value | 0.19% of 360,000 active;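 active = fluorescence ratio to DMSO below 75%, the collection mean minus 3 SD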;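 also: signal is porphyrin accumulated inside mitochondria; 100% equals median channel fluorescence of DMSO control wells; lower ratio means ABCB6 inhibition with less porphyrin fluorescence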
Cardio protect: cardioprotection against H2O2-induced cell death, primary screen, uHTS, H9c2 cells, ATPLite luminescence | H9c2 cardiomyocytes, H2O2 injury protection, 2 h | AID 588492, 2011 | protection from H2O2 cell death, % at 20 µM | 0.63% of 360,000 active;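 active = compounds giving at least 50% protection of heart cells from peroxide-induced death in the single-dose screen, raw or plate-pattern-corrected value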;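 also: 0% = DMSO wells with peroxide and 100% = DMSO wells without peroxide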
* = called active by the depositor; x = no result given.

SMILES	aDG glyco act	Exocytosis inh	N-glyco inh	HTR2A ag	PDI inh	CaV13 ICDI inh	iPSC survival up	Vif inh	ABCB6 inh MLPCN	Cardio protect
Nc1cc([N+](=O)[O-])ccc1O	0.2	-2	0	-4	5	-19	0.9	1	100	-2
CC(C)(C)S(=O)N1Cc2cc(C(=O)O)nc(-c3cccc(-c4cc5ccccc5o4)c3)c2[C@H]1CCO (some centres undefined)	0.1	-2	1	3	x	-7	1.5	x	106	0
CC1(C)CC(=O)c2cnc(N3CCc4ccccc4C3)nc2C1	0.8	-7	-9	2	0	-11	1.1	-10	108	-14
COc1cc(-c2coc3c(C(=O)NCc4ccc(C(F)(F)F)cc4)cccc23)ccc1O	0.9	3	3	-3	4	-5	-1.0	-8	96	-8
Cc1nn2c(-c3ccc(Cl)cc3)ccnc2c1-c1ccccc1	0.1	4	1	-1	0	-5	-1.9	-7	101	-4
CCn1cc(C(=O)O)c(=O)c2cc(F)c(N3CCN(C(=S)NC(=O)c4ccccc4Cl)CC3)cc21	-0.1	-2	2	0	1	-5	-0.7	2	95	6
COc1ccc(OC)c(C(C(=O)NC2CCCCC2)N(Cc2ccco2)C(=O)c2ccccn2)c1 (centres undefined)	0.0	8	2	-1	3	-4	-0.3	21	89	1
Cc1ccc(S(=O)(=O)N2CCC(C(=O)NCC3CCCO3)CC2)cc1 (centres undefined)	-0.2	-1	1	4	-10	-8	0.5	6	103	-1
O=[N+]([O-])c1cccc(-c2ccc(/C=N/NC(=S)NCc3ccco3)o2)c1	0.0	22	-7	20*	2	-1	0.4	-7	85	-2
CCNc1ncnc2[nH]ncc12	0.1	3	-1	1	-6	-5	-2.7	10	102	0
CCOc1ccccc1-n1c(=S)sc2c(=O)n(-c3ccc(C)cc3)c(=S)[nH]c21	-0.3	0	-10	-1	5	8	-0.7	-7	103	0
O=C(CC1NC2CCCCC2NC1=O)Nc1ccc2c(c1)OCO2 (centres undefined)	-0.1	-2	2	-1	-2	-5	9.2	-10	102	4
CCOC(=O)C1(C(C)(C)CC)CC(CSc2nc3ccccc3[nH]2)OC1=O (centres undefined)	0.1	4	2	-5	1	-4	-3.9	-22	94	-25
O=C(NC(=S)NC1CCSC1=O)c1cccc([N+](=O)[O-])c1 (centres undefined)	0.2	-3	2	-1	2	-6	0.5	-4	89	-2
C1C2CC3C1C3C2=NN=C1C2CC3C(C2)C13	-0.2	2	0	-2	-4	1	1.6	1	101	-2
Cc1ccc(CSCC(=O)N2CCCC2)cc1	0.2	-1	4	0	-1	-4	-1.3	8	101	1
CCC(CO)NC1=C([N+](=O)[O-])C(=O)CC(C)(C)C1 (centres undefined)	0.1	-1	0	3	11	-5	-1.4	-3	105	-2
O=C(NCCCN1CCOCC1)c1ccc2c(c1)N(Cc1ccccc1F)C(=O)c1ccccc1S2=O (centres undefined)	-0.1	14	-3	-9	2	-5	-0.6	-3	97	5
COCc1cccc(-c2csc(C(C)(NC(C)=O)c3ccc(OC)cc3)n2)c1 (centres undefined)	0.0	5	-1	-4	2	-4	0.3	-2	92	3
Nc1ccc(-n2nncc2-c2ccc(Cl)cc2)cc1	-0.2	0	1	1	-1	-4	5.3	-4	100	-2
C/C(=N\NS(=O)(=O)c1ccc([N+](=O)[O-])cc1)c1ccc(NC(=O)c2ccco2)cc1	-0.5	3	-4	-1	4	-20	1.3	11	98	-9
CCC1(CC)NC(=O)N(CC(=O)OCc2nc3cc(C(=O)OC)ccc3c(=O)[nH]2)C1=O	0.0	-3	0	-2	13	-2	-0.3	-3	97	11
CN1C(=O)CC(C(=O)Nc2ccc(F)cc2)SC1=Nc1ccc2c(c1)OCO2 (centres undefined)	-0.2	-1	0	3	0	-14	-0.6	x	97	7
O=S(=O)(Nc1cc(S(=O)(=O)N2CCOCC2)ccc1N1CCCC1)c1cccs1	-0.4	4	2	8	1	-6	0.2	19	89	-3
COCCn1c(=O)[nH]c2cc(C(=O)Nc3nnc(C)s3)ccc21	-0.1	-18	1	-4	-1	-2	-0.4	19	99	-4
Cc1nn(Cc2ccc(C(=O)O)o2)c(C)c1[N+](=O)[O-]	-0.3	10	0	2	-3	6	0.2	9	100	6
CN(C)CCC(=O)c1cccc(Br)c1	0.0	4	3	-2	5	-4	7.7	12	103	-2
COc1ccc(Cl)cc1C(=O)OCC(=O)NC(=O)c1cccn1C	0.2	0	1	4	-4	-5	11	12	94	8
COc1ccc(Nc2nnc(Cc3ccccc3)c(=O)[nH]2)c(OC)c1	-0.2	-2	2	-9	-14	-4	-2.1	-9	92	-1
O=C(C1CCCN(Cc2cccnc2)C1)N1CCCCC1 (centres undefined)	-0.1	0	-1	-3	-7	x	0.2	10	87	3
Cc1ccc(C(=O)Nc2cccc(S(=O)(=O)N3CCCC3)c2)o1	0.1	-3	0	0	11	-3	-0.4	-7	89	4
COc1ccccc1C(=O)NCC(=O)OCC(=O)Nc1ccc2[nH]c(=O)[nH]c2c1	0.1	2	0	-11	-7	-7	1.6	18	101	14
Cn1c(CNC(=O)c2ccccc2)nnc1SCC(=O)N1CCN(c2ccccc2)CC1	0.0	-2	1	1	1	-6	2.1	2	93	1
Cc1ccc(N2C(=O)C(NC(=O)c3c(F)cccc3F)(C(F)(F)F)C3=C2CC(C)(C)CC3=O)cc1 (centres undefined)	-0.1	-1	1	1	1	-1	2.4	-7	107	3
COc1cc(OC)c(CN2CCC(CO)(CCOc3ccccc3)CC2)c(OC)c1	0.9	-1	4	-1	13	-15	-1.3	6	100	8
CCCn1c(=O)[nH]c(=O)c2c1nc(-c1ccc(OC)c(Br)c1)n2CCOC	-0.2	14	3	-2	5	-1	-0.2	-3	100	7
CC(=O)C1=C(C)N(Cc2ccccc2)C(=O)N[C@H]1c1ccco1	-0.1	0	0	1	3	-10	1.6	-7	154	5
CCN(CC)CCNC(=O)/C(=C/c1cn(C)c2ccccc12)NC(=O)c1ccc(OC)c(OC)c1	0.0	6	5	-5	-5	4	-0.5	2	103	11
CC1(C)CN(c2ccc(Br)cc2)C(=O)[C@H]1CC(=O)Nc1ccccc1	-0.2	-6	0	2	2	-9	5.9	0	99	-13
CCOC(=O)Cc1csc(NC(=S)NC(=O)C(C)(C)C)n1	0.3	-2	1	2	-3	-4	2.5	-10	98	-2
Cc1ccc(NC2CCCN(C(=O)c3ccnc(Cl)c3)C2)cc1C (centres undefined)	0.6	-4	3	6	2	-16	-0.3	11	99	2
CCc1nnc(NC(=O)CSc2nnc(CNC(=O)c3ccc(OC)c(OC)c3)o2)s1	0.2	0	1	3	5	6	-1.0	6	99	8
O=C(Cc1cccs1)N1CCN(S(=O)(=O)c2ccc(Cl)c(C(F)(F)F)c2)CC1	-0.1	-2	0	7	10	-5	0.1	3	98	-6
CC1(C)NC(=O)N(CCC(=O)Nc2ccc(C(C)(C)C)cc2)C1=O	0.0	0	0	4	-2	-13	-1.9	13	96	11
Cc1onc(-c2ccccc2Cl)c1C(=O)NCc1nc(-c2ccccc2)no1	0.3	-1	1	-4	-6	-6	4.7	-6	95	-5
O=Cc1cn(-c2ccccc2)nc1-c1cc2c(ccc3ccccc32)oc1=O	-0.1	3	-1	3	-4	x	-0.3	-13	96	4
O=C1c2ccccc2C(=O)N1c1cccc(-c2nc3ccccc3o2)c1	0.0	-1	3	-1	3	-4	3.4	x	100	-29
CCOc1cc(N2CCOCC2)c(OCC)cc1NS(=O)(=O)c1cc(NC(C)=O)ccc1OC	-0.3	-6	3	-2	-6	-3	0.6	0	86	-1
NC(=O)c1cccnc1Oc1cccc(Cl)c1	0.1	-2	0	0	14	-5	-0.4	3	94	6
COc1cccc(OC2(C)CCN(Cc3cccn3-c3nccs3)C2)c1 (centres undefined)	-0.1	-6	-1	-5	8	-4	-1.8	-2	103	-8
Cc1ccc(-c2cc(-c3ccccc3)nc(N(C)N)n2)cc1	-0.3	-11	0	1	1	-1	1.0	-4	95	-6
COc1ccc(Br)cc1C(=O)Nc1ccc(NC(=O)c2ccco2)cc1	0.2	-4	0	2	6	-6	1.5	13	94	2
COc1ccc(CN2C(=O)C(Cc3ccccc3)Nc3ncnc(N4CCN(c5ccccc5)CC4)c32)cc1 (centres undefined)	-0.1	-8	2	-22	-24	-10	-1.2	2	95	5

Among those listed so far, these contain a Cl atom.
SMILES	aDG glyco act	Exocytosis inh	N-glyco inh	HTR2A ag	PDI inh	CaV13 ICDI inh	iPSC survival up	Vif inh	ABCB6 inh MLPCN	Cardio protect
Cc1nn2c(-c3ccc(Cl)cc3)ccnc2c1-c1ccccc1	0.1	4	1	-1	0	-5	-1.9	-7	101	-4
CCn1cc(C(=O)O)c(=O)c2cc(F)c(N3CCN(C(=S)NC(=O)c4ccccc4Cl)CC3)cc21	-0.1	-2	2	0	1	-5	-0.7	2	95	6
Nc1ccc(-n2nncc2-c2ccc(Cl)cc2)cc1	-0.2	0	1	1	-1	-4	5.3	-4	100	-2
COc1ccc(Cl)cc1C(=O)OCC(=O)NC(=O)c1cccn1C	0.2	0	1	4	-4	-5	11	12	94	8
Cc1ccc(NC2CCCN(C(=O)c3ccnc(Cl)c3)C2)cc1C (centres undefined)	0.6	-4	3	6	2	-16	-0.3	11	99	2
O=C(Cc1cccs1)N1CCN(S(=O)(=O)c2ccc(Cl)c(C(F)(F)F)c2)CC1	-0.1	-2	0	7	10	-5	0.1	3	98	-6
Cc1onc(-c2ccccc2Cl)c1C(=O)NCc1nc(-c2ccccc2)no1	0.3	-1	1	-4	-6	-6	4.7	-6	95	-5
NC(=O)c1cccnc1Oc1cccc(Cl)c1	0.1	-2	0	0	14	-5	-0.4	3	94	6
